Screening results from PubChem BioAssay.
Nrf2 inh – Nrf2 qHTS screen for inhibitors. A549 ARE-Fluc reporter, luciferase luminescence, 18-24 h. Potency, µM (series often up to 46 µM), for inactives: at the top dose activity change, negative = inhibition, usual class: inhibitors. 360,000 compounds, 2.1% hits. AID 504444, 2011; also: potency is read from the fitted curve at half-maximal effect; % is scaled to controls: 0 for no effect and ±100 for the full control effect; nearly all actives have a fitted effect of over 60% in size
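A549 ARE_Fluc cells (5000/well, 5% FBS OPTI-MEM) pre-incubated 2 h, then treated with compounds 18-24 h at 37C/5% CO2 in concentration-response. CellTiter-Fluor viability read first; BugLite luciferase luminescence after 15 min at room temperature gives Nrf2 activity.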
IL1B secr inh – qHTS for Inhibitors of Inflammasome Signaling: IL-1-beta AlphaLISA Primary Screen | THP-1 LPS/ATP IL-1B secretion, AlphaLISA, 16 h; stronger effect = lower value | activity change, % at 57.5 µM | 360,000 compounds, 4.7% hits | AID 743279, 2014; in the data active = activity change below about -50%; inconclusive = mostly about -30% to -49%; also: % is scaled to controls: 0 for no effect and ±100 for the full control effect
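Secreted IL-1B measured by AlphaLISA bead assay after 16 h compound exposure of THP-1 cells; compounds (final up to 57.5 uM) added 1 h before LPS (250 ng/mL) and ATP (1.25 mM) stimulation; lower signal means less secretion.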
A549 tox – Nrf2 qHTS screen for inhibitors: counterscreen for cytotoxicity. 390,000 compounds, 0.16% hits. Potency, µM (highest dose often 46 µM), without a hit: top-dose activity change, negative = cytotoxicity, most hits filed as inhibitors. A549 ARE-Fluc cells, CellTiter-Fluor viability, 18-24 h. AID 504648, 2011; also: potency is read from the fitted curve at half-maximal effect; % is scaled to controls: 0 for no effect and ±100 for the full control effect
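Cytotoxicity counterscreen: CellTiter-Fluor fluorescence was measured in A549 ARE_Fluc cells after 18-24 h of compound exposure in a concentration series. The subsequent BugLite luminescent read reports ARE-luciferase activity.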
Nrf2 ARE act – qHTS of Nrf2 Activators; AREc32 ARE-luciferase reporter (MCF7-derived line), luminescence, 24 h; Potency, µM (top dose mostly 46.1 µM), for inactives: top-dose activation, hits mostly activators; 410,000 compounds, 0.31% hits; AID 624171, 2012; also: potency is read from the fitted curve at half-maximal effect; % of control where 0% means no effect; nearly all actives have a fitted effect of over 65% in size
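Each well held 1000 AREc32 cells, which were incubated with compound for 24 hr at 37 deg C after overnight attachment, and ARE reporter activity was quantified by firefly luciferase luminescence.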
TGFb SMAD3 inh – qHTS for Inhibitors of TGF-b; HepG2 CAGA-GFP TGF-b/SMAD3 reporter, GFP fluorescence, 18 h; TGF-beta stimulated, 500 pg/mL final; Potency, µM (highest dose often 46.1 µM), for inactives: top-dose activity, negative = inhibition, most hits filed as inhibitors; 410,000 compounds, 1.2% hits; also: potency is read from the fitted curve at half-maximal effect; % is scaled to controls: 0 for no effect and ±100 for the full control effect; nearly all actives have a fitted effect of over 65% in size
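HEPG2 CAGA-GFP cells (1000/well, DMEM with 1% FBS) were pre-incubated 2 h at 37 degrees C, given compound by pin tool, then stimulated with TGF-beta at 500 pg/mL final for 18 h before per-cell GFP fluorescence imaging.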
ATXN2 expr inh – Primary qHTS for Inhibitors of ATXN expression; HEK-293 ATXN2-luciferase reporter, luminescence, 24 h; Potency, µM (series often up to 57 µM), without a hit: at the highest dose activity change, negative = inhibition, actives largely listed as inhibitors; 360,000 compounds, 0.72% hits; AID 1745845, 2022; also: potency is read from the fitted curve at half-maximal effect; % is scaled to controls: 0 for no effect and ±100 for the full control effect; nearly all actives have a fitted effect of over 55% in size
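qHTS (up to 57 uM final) was run with 24 h compound exposure of reporter cells at 37 °C. Each well was multiplexed: SteadyGlo luminescence measured ATXN2-luciferase expression after a fluorogenic Gly-Phe-AFC viability readout (25 uM final).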
S2 tox – Viability Counterscreen for Primary qHTS for Inhibitors of ATXN expression. Potency, µM (titrated, usually from 56.7 µM), usual class: cytotoxic. 400,000 compounds, 0.49% hits. AID 651635, 2014. S2 cells (HEK-293 line with an ATXN2-luciferase reporter) viability, CellTiter-Fluor protease fluorescence, 24 h; also: potency is read from the fitted curve at half-maximal effect; nearly all actives have a fitted effect of over 40% in size
MCF10A rerep – A quantitative high throughput screen for small molecules that induce DNA re-replication in MCF 10a normal breast cells. MCF 10A DNA re-replication, Hoechst nuclear intensity, 48 h. AID 624296, 2012. 350,000 compounds, 2.9% hits. Potency, µM (doses to about 46.1 µM), without a hit: at the highest dose activity, positive = re-replication, hits mostly activators; also: potency is read from the fitted curve at half-maximal effect; % of control where 0% means no effect; nearly all actives have a fitted effect of over 50% in size
HepG2 viability – qHTS for Inhibitors of TGF-b: Cytotox Counterscreen; HepG2 CAGA-GFP viability, ATP luminescence, 18 h; Potency, µM (titrated, usually from 46.1 µM), without a hit: top-dose activity change, negative = cytotoxicity, hits mostly cytotoxic; 410,000 compounds, 0.76% hits; also: potency is read from the fitted curve at half-maximal effect; some results filed as inactive show a strong effect at the top dose
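CellTiter-Glo luminescence gave cytotoxicity after 18 hours at 37 degrees C. The cells were HepG2 CAGA-GFP in 1% FBS DMEM, stimulated with 500 pg/mL TGF-beta after compound addition. %Activity was normalised to no-cell wells (complete cell-killing) and DMSO (no toxicity), and curves were fitted and classified.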
* hit, by the source's call; i = inactive; u = inconclusive; x = no result given; & = joins results of further samples; [ ] = remark or other dose. Unless noted, calls follow the shape of the dose curve; as a rule, active = well fitted curve in the direction sought with a large enough effect; inconclusive = small, poorly fitted or top-dose-only effect, or another doubt; inactive = no such curve, though single readings can be large; an effect the other way counts as inactive or inconclusive.

canonical_smiles	Nrf2 ARE act	ATXN2 expr inh	TGFb SMAD3 inh	MCF10A rerep	S2 tox	Nrf2 inh	IL1B secr inh	HepG2 viability	A549 tox
CCCCC(CC)c1nnc(NC(=O)c2cccs2)s1 (stereo not given)	0.5%	x	2%	25%	i	-12%	-17	12%	-2%
Cc1ccc(C(=O)Nc2cc(=O)n(C)c(=O)n2C)o1	7.0%	-2%	1%	2%	i	14%	7	5%	-9%
CCCCN(CCCC)CCNC(=O)Cn1nc(C)n2c(cc3sccc32)c1=O	-0.5%	x	-11%	x	x	u	x	4%	-9%
O=C(CCSc1nc2ccccc2s1)N/N=C/c1c(O)ccc2ccccc12	-0.8%	3.2µM*	-12%	21µM*	i	-16%	192	1%	-28%
Clc1ccc(C2Nc3cccc4cccc(c34)N2)c(Cl)c1	28%	-12%[11.3 µM]	-25%	1%	i	13%	-29	-30%	1%
CCOc1ccc(-n2ccnc(SCC(=O)NC3CCCC3)c2=O)cc1	-0.1%	-4%	-9%	4%	u	-8%	-6	-3%	-4%
CC(C)CN(C(=O)CN1CCN(S(=O)(=O)c2ccccc2)CC1)c1c(N)n(CC(C)C)c(=O)[nH]c1=O	0.0%	2%	4%	14%	i	-12%	17	3%	-3%
CCOC(=O)c1cc(-c2ccccc2)n(CCC(=O)N2CCN(c3ccccn3)CC2)c1C	4.5%	4%	-15%	5%	i	-9%	-9	0%	6%
O=S(=O)(c1ccc(NC(=S)Nc2ccccc2)cc1)N1CCOCC1	0.4%	2%	-10%	-10%	i	5%	41	6%	6%
CC(C)(Cc1cccc(CC(C)(C)C(=O)O)c1)C(=O)O	0.0%	-7%	5%	u	i	21%	6	5%	10%
Cn1c(N)c(C(=O)COC(=O)c2cc(-c3ccco3)nc3ccccc23)c(=O)n(C)c1=O	20%	-17%	1%	-5%&1%	u	-3%	-25	-45%	-1%
CC(Oc1ccc2c3c(c(=O)oc2c1)CCC3)C(=O)NC1CCN(Cc2ccccc2)CC1 (stereo not given)	-0.7%	-10%	1%	-6%	i	-16%	-27	-13%	1%
O=c1cc(CO)oc(C(Nc2ccccn2)c2ccc(F)cc2)c1O (stereo not given)	0.1%	1%	2%	0%	i	-2%	-20	3%	-1%
CC1CCCCC1NC(=O)CCN1C(=O)C2C3C=CC(C3)C2C1=O (stereo not given)	0.3%	-11%	3%	-7%	i	7%	9	-4%	0%
Cc1cc(NC(=O)/C=C/c2ccccc2)c(C(C)C)cc1O	0.6%	x	-9%	-4%	i	-9%	-6	-17%	6%

Some of these compounds in order of molar mass, rising:
canonical_smiles	Nrf2 ARE act	ATXN2 expr inh	TGFb SMAD3 inh	MCF10A rerep	S2 tox	Nrf2 inh	IL1B secr inh	HepG2 viability	A549 tox
Cc1cc(NC(=O)/C=C/c2ccccc2)c(C(C)C)cc1O	0.6%	x	-9%	-4%	i	-9%	-6	-17%	6%
O=S(=O)(c1ccc(NC(=S)Nc2ccccc2)cc1)N1CCOCC1	0.4%	2%	-10%	-10%	i	5%	41	6%	6%
O=C(CCSc1nc2ccccc2s1)N/N=C/c1c(O)ccc2ccccc12	-0.8%	3.2µM*	-12%	21µM*	i	-16%	192	1%	-28%

Continued.
canonical_smiles	Nrf2 ARE act	ATXN2 expr inh	TGFb SMAD3 inh	MCF10A rerep	S2 tox	Nrf2 inh	IL1B secr inh	HepG2 viability	A549 tox
CCOC(=O)c1ccc(NC(=O)CCC(=O)OC)cc1	0.3%	2%	-18%	-5%	i	29%	19	-3%	4%
Cc1ccc(CNC(=O)C2CCN(Cc3nc(-c4ccccc4C)oc3C)CC2)cc1	0.4%	-6%	-5%	x	u	15%	x	-21%	13%
Cc1cccc2nc3ccccc3nc12	1.6%	1%	-4%	15%	i	-2%	-6	3%	-2%
N#CCCN1CCN(C2=NC(=O)/C(=C\c3cccs3)S2)CC1	8.4%	-1%	-2%	-1%	i	4%	-27	-4%	-1%
CC1CCCCN1C(=O)c1ccc(NC(=O)c2ccccc2Cl)cc1 (stereo not given)	-0.3%	x	-10%	18%	i	u	u	3%	-6%
CC1=C(C(=O)Nc2ccccc2C)C(c2ccc(C)o2)NC(=S)N1 (stereo not given)	0.1%	-1%	u	-7%	i	6%	9	3%	-1%
Cc1cc([N+](=O)[O-])nn1CC(=O)c1ccccc1	-0.3%	x	-23%	-1%	i	10%	-4	-28%	15%
CN(C(=O)c1cccc([N+](=O)[O-])c1)c1ccccc1C(=O)NCc1ccccc1	-0.4%	2%	u	1%	i	1%	i	0%	-8%
COc1cccc(CNC(=O)Cn2c(C)c3cnn(-c4ccccc4)c(=O)c3c2C)c1	0.3%	-12%	-43%	x	i	-14%	x	4%	6%
O=C(Nc1ccc(C(=O)N2CCN(c3ccc(F)cc3)CC2)cc1)C1=CSCCO1	-0.7%	-28%	-8%	7%	i	u	-1	1%	0%
CCOC(=O)C1(CCOc2ccccc2)CCN(Cc2ccc(COC)o2)CC1	2.1%	0%	-11%	13%	i	-3%	-57*	-17%	-2%
CCN(CC)S(=O)(=O)c1ccc(NC(=O)COC(=O)c2cc(S(=O)(=O)Nc3ccc(OC)cc3)ccc2O)cc1	0.7%	4%	0%	12%	u	-7%	12	5%	-1%
Cc1ccc(S(=O)(=O)N2CCOCC2)cc1C(=O)O	-0.2%	-1%	0%	2%	i	x	0	-1%	9%
Cc1cccc(OCc2nc3ccccc3c(=O)n2N)c1	2.4%	13%	u	0%	i	u	-23	-9%	10%
COc1ccccc1-c1nn(-c2ccccc2)cc1C(=O)NC1CC1	1.9%	x	8%	-1%	i	0%	8	-6%	0%
Cc1ccc(S(=O)(=O)Nc2ccsc2C#N)cc1	-0.3%	2%	0%	1%	i	-26%	-6	0%	-1%
O=C(c1ccncc1)N1c2ccccc2Sc2ccccc21	-1.0%	-23%	-20%	u	i	u	2	-3%	0%
O=C(Nc1cccc(F)c1)Nc1ccnn1C1CCN(C(=O)c2cscn2)CC1	0.6%	6%	-8%	-1%	i	11%	8	-45%	-2%
CCOc1ccc(CCNC(=O)Cn2nc(CC)n3c(cc4sccc43)c2=O)cc1	-0.5%	x	0%	x	x	-9%	x	-10%	1%
O=C(Cc1ccc(Cl)cc1)NNC(=O)C(=O)NC1CCCCC1	-0.1%	-7%	7%	-15%	i	u	-8	10%	3%
CCC(C)NC(=O)Cn1ncc2c(C)n(Cc3ccc(F)cc3)c(C)c2c1=O (stereo not given)	6.3%	x	0%	x	x	u	x	-7%	0%
COc1ccccc1CNC(=O)c1oc2ccc3c(c2c1C)C(=O)CC(C)(C)O3	5.1%	x	x	x	x	-17%	x	-20%	0%
CSc1nsc(SCC(=O)N2CCN(c3ccccc3)CC2)n1	4.6%	4%	u	2%	i	-13%	2	5%	8%
Cc1cccc(N2CCC(N3CCN(C4CCCCC4)C(CCO)C3)CC2)c1C (stereo not given)	-0.7%	-14%	3%	16µM*	i	12%	-14	1%	-6%
COc1ccc(/C=C2\SC(=S)N(CCCC(=O)N3CCN(C)CC3)C2=O)cc1	20%	u	u	u	u	2%	-91*	-51%	u
O=C(COc1ccccc1-c1ccccc1)N/N=C/c1ccc2ccccc2c1	0.4%	u	7.1µM*	u	u	u	20	-55%	-10%
O=C(OCCCOC(=O)c1ccc([N+](=O)[O-])o1)c1ccc([N+](=O)[O-])o1	15%	-5%	-26%	3%	i	-6%	0	-11%	-18%
Cc1ccccc1NC(=O)CCN1C(=O)CSC1=O	-0.1%	-2%	6%	0%	i	7%	-5	-1%	-3%
CC(=O)Nc1cccc(OCCCNS(=O)(=O)c2ccc(C#N)cc2)c1	0.0%	-8%	0%	-2%	i	-23%	40	7%	0%
COc1ccc(NC(=O)CN(c2ccc([N+](=O)[O-])cc2)S(=O)(=O)c2ccccc2)cc1	-0.4%	-7%	u	u	i	10%	13	13%	-14%
C=CCC[C@H](Cc1ccc(F)cc1)C(=O)OC[C@H](Cc1c[nH]c2ccccc12)NC(=O)[C@H](CC=C)CC(=O)N(CCO)Cc1ccccc1	-4.3%	u	u	u	32µM*	u	u	-27%	u
COc1cccc(C2C(C(=O)OCc3ccccc3)=C(C)Nc3ncnn32)c1OC (stereo not given)	-1.1%	-1%	6%	20%	i	u	-9	-12%	-7%
CCOC(=O)c1c(C)[nH]c(C(=O)OCC(=O)Nc2cc(Cl)ccc2OC)c1C	2.0%	-31%	u	9%	i	-11%	43	-8%	10%
Cc1coc2c(C)c3oc(=O)c(CC(=O)N4CCCCC4)c(C)c3cc12	-0.7%	x	-1%	x	x	23%	x	-10%	-4%
O=C(CSC1=Nc2ccccc2C2CC=NN12)Nc1ccc(F)c(F)c1F (stereo not given)	21%	-8%	0%	21µM*	i	-10%	17	-16%	7%
Cc1ccc(S(=O)(=O)N(CCC(=O)N2CCOCC2)c2ccccc2)cc1	-1.0%	4%	-2%	2%	i	6%	8	0%	2%
CCc1ccc(Oc2nc3c(C)cccn3c(=O)c2/C=C(\C#N)c2nc3ccccc3[nH]2)cc1	4.8%	3%	x	x	i	9%	x	1%	-3%
